# West Nile antiviral – inhibition of WNV-induced cytopathic effect – cell-based, CPE readout (AID 1621). 290,000 tested, 0.02% active. West Nile virus-infected cells, CPE inhibition; higher % means a stronger effect. CPE inhibition, % at 10 µM; hits with a dose series show IC50 in µM; in the data active means a potency from the dose series; inconclusive means CPE inhibition mostly from about 3.7% at the one dose, without a potency; inactive means the rest, 99 in 100 with CPE inhibition below about 2.2%; further: strong numbers were not always called active
# SV40 large T antigen – SV40 large T antigen inhibitors, biochemical (AID 1903). SV40 large T antigen ATPase/helicase inhibition assay; higher % means a stronger effect. 310,000 tested, 0.39% active. inhibition, % at 20 µM, or IC50 in µM where a hit was titrated; in the data active means a potency from the dose series; inconclusive means inhibition mostly from about 32% at the one dose, without a potency; inactive means the rest, 99 in 100 with inhibition below about 32%; further: strong numbers were not always called active
# UTI89 phage lysis – inhibition of K1F phage lysis, E. coli UTI89, bacterial capsule biogenesis inhibitors, alamar blue (AID 488966); E. coli UTI89 K1F phage lysis, alamar blue, 2 h; higher % means a stronger effect; one-dose inhibition, % at 100 µM; IC50 in µM for titrated hits; 340,000 tested, 0.02% active;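 active means phage lysis inhibition, versus mean bacterial control, above a set limit; inconclusive means no clear call, values can overlap the other calls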;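 further: capsule biogenesis inhibitors block K1F phage lysis so surviving cells raise fluorescence; higher fluorescence means more inhibition of phage lysis; actives were called in the ten point dose series up to 300 µM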
# NS5 inhibitors – Dengue-2 NS5 methyltransferase inhibitors, primary screen, biochemical, confirmation dose response (AID 588689); 340,000 tested, 0.3% active; one-dose inhibition, % at 25 µM; IC50 in µM for titrated hits; Dengue-2 NS5 methyltransferase capping enzyme assay, biochemical; higher % means a stronger effect; in the data active means a potency from the dose series; inconclusive means inhibition above about 29% without an active follow-up result
# RSV CPE inhibition – RSV antiviral activity via CPE protection, HEp-2 cells, primary 10 µM value included (AID 2391). HEp-2 cells, RSV-induced CPE inhibition; higher % means a stronger effect. one-dose CPE inhibition, % at 10 µM; IC50 in µM for titrated hits. 310,000 tested, 0.13% active; in the data active means a potency from the dose series; inconclusive means CPE inhibition mostly from about 23% at the one dose, without a potency; inactive means the rest, 99 in 100 with CPE inhibition below about 21%; further: strong numbers were not always called active
# NTR1 agonist – agonists of NTR1, primary screen, imaging, U2OS cells, beta-arrestin-GFP, high content (AID 493036). P30989. NTR1-U2OS beta-arrestin-GFP spot imaging, agonist mode. activation, % at 20 µM. 330,000 tested, 0.17% active;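 active means activation at or above 40% of the spot to cytoplasm intensity ratio, with at least 20 cells analyzed; inconclusive means wells under 20 cells, flagged as cytotoxic or low count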;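 further: 0% = DMSO without peptide and 100% = 100 nM NTR1 peptide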
# Target sequence (P30989 whole entry, looked up): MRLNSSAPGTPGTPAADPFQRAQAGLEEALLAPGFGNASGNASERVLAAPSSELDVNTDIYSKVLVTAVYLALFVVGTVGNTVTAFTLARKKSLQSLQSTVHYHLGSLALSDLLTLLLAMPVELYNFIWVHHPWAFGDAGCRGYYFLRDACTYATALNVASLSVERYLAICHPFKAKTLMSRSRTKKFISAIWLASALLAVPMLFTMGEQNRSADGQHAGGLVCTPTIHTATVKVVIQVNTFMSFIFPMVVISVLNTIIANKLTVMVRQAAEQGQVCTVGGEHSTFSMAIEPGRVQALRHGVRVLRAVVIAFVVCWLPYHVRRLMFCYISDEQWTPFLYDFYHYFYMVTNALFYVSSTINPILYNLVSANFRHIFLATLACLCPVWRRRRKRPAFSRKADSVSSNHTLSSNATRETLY
# Salmonella PhoP GFP – inhibitors of PhoP regulon expression, primary screen, Salmonella Typhimurium, GFP reporter (AID 1863). inhibition, % at 50 µM, or IC50 in µM where a hit was titrated. 300,000 tested, 0.16% active. S. Typhimurium PhoP-regulated promoter GFP reporter, 4 h; higher % means a stronger effect;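 active means inhibition over 29.93%, a cutoff 3 SD above the screen mean, later confirmed by dose response; inconclusive means inhibition over 29.93% but no dose response follow-up; inactive means inhibition at most 29.93% or unconfirmed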;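 further: 0% = low Mg2+ inducing control and 100% = high Mg2+ repressing control; strong numbers were not always called active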
# MgcRacGAP inhibition – MgcRacGAP GTPase-activating activity inhibitors, confirmation, biochemical, ADP Hunter fluorescence | MgcRacGAP-stimulated Rac1 GTP hydrolysis, ADP Hunter fluorescence; higher % means a stronger effect; GST-tagged Rac1 F28L mutant substrate | 340,000 tested, 0.6% active | one-dose inhibition, % at 30 µM; IC50 in µM for titrated hits;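 active means first-screen hits whose inhibition reached a set limit at any dose in the follow-up dose series; inconclusive means inhibition above the set first-screen limit but never retested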;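 further: fluorescence reports GDP produced by GAP-driven GTP hydrolysis; strong numbers were not always called active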
# T cell HTS – T cell immune modulation candidate | 2C CD8+ T cell-vesicle binding, flow cytometry; active compounds read low | calls only at 7 µM | 330,000 tested, 0.068% active | AID 2052;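 active means response, share of CD8 T cells binding vesicles, and their 90th percentile fluorescence all below set limits, cut at about 80% in these data, passing the limit was not always enough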
#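 Test system: purified 2C TCR transgenic mouse naive CD8+ T cells. Probe or stimulus: QL9-peptide-loaded Drosophila micro-vesicles bearing Ld, ICAM-1 and B7-1. Incubation: binding step 1.5 h, 37 °C, antibody labelling 20 min, ice. Measured by: flow cytometry of vesicle-bound cells.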
# T cell HTS vesicle-bound % – further read-out of T cell HTS, marked with its call; double positive events, %; measured here: CD8+ vesicle-bound cell fraction;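 binding gate set so that unloaded-vesicle control wells show 10% double positive cells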
# NTR1 agonist cell count 20 µM – further read-out of NTR1 agonist, marked with its call; cell count; measured here: cell count, cytotoxicity flag
# NS5 inhibitors pilot replicate – further read-out of NS5 inhibitors, marked with its call; inhibition, %; measured here: pilot screen replicate inhibition
# Starred values were filed as active, the others as inactive; i = inactive; ? = inconclusive; . = no result given; [ ] = remark or other dose.
SMILES,West Nile antiviral,SV40 large T antigen,UTI89 phage lysis,NS5 inhibitors,RSV CPE inhibition,NTR1 agonist,NTR1 agonist cell count 20 µM,Salmonella PhoP GFP,MgcRacGAP inhibition,T cell HTS,T cell HTS vesicle-bound %,others
CSc1ccccc1OCc1cc(C(=O)NCc2ccc(C)s2)no1,-0.7%,11%,1.0%[50 µM],-11%,1.0%,3.4,76,5%,8%,i,3,
COc1ccc(C(=O)NC2CCCCCC2)cc1S(=O)(=O)N1CCCc2ccccc21,2.8%,6%,-2.5%,2%,0.8%,2.0,45,-5%,-9%,i,43,
O=C(NCCO)c1ccc(Oc2ccc(C(F)(F)F)cc2[N+](=O)[O-])cc1,-1.2%,9%,-0.8%,-1%,0.0%,0.8,31,11%,-4%,i,58,
CCc1cc(C(=O)c2ccc(C)cc2)c(NC(=O)CCl)s1,-0.2%,7%,5.0%,-3%,17%,11,45,20%,2%,i,46,
COc1ccc(C2=CC(=O)CC(c3ccc(OC)cc3)C2)cc1 (centres undefined),-0.1%,7%,-0.1%,3%,5.9%,-0.2,59,3%,7%,i,1,
COc1ccc(NC(=O)CN(C)S(=O)(=O)c2cccc3nsnc23)cc1OC,1.3%,22%,0.4%,1%,0.6%,2.1,40,4%,6%,i,32,
CC1Oc2ccccc2N(Cc2ccccc2Cl)C1=O (centres undefined),0.5%,-3%,10%,-10%,-0.3%,2.8,72,-2%,2%,i,41,
Cc1ccc(/C=N/c2sc(Cc3ccccc3)c(C)c2C(N)=O)o1,1.6%,4%,1.2%,-13%,2.4%,3.6,59,0%,17%,i,26,
CCOc1ccc(-c2nnn(CC(=O)NCc3ccc(F)cc3)n2)cc1OCC,-0.5%,7%,0.4%,-2%,-0.2%,0.2,50,-8%,2%,i,61,
CC1CCCCN1C(=O)CSc1nnc(-c2ccccc2O)o1 (centres undefined),-0.2%,6%,0.3%,1%,1.2%,-0.5,52,7%,4%,i,18,
COc1cccc(OC)c1C(=O)NC(=S)Nc1ccc2c(c1)Cc1ccccc1-2,0.0%,20%,0.3%,-3%,1.0%,-1.0,69,-7%,9%,i,11,NS5 inhibitors pilot replicate=-3.3
C[C@@H]1CN=C2N(CCNC(=O)CCC3CCCCC3)[C@H](Cc3ccc(O)cc3)CN21,-0.5%,1%,0.6%,-3%,-1.3%,3.9,91,2%,12%,i,40,
COc1ccc(Cc2nc(-c3ccccc3)no2)cc1,0.9%,-6%,0.1%,-3%,0.8%,3.7,57,-6%,10%,i,49,
Cc1cccc(N2CC(C(=O)OCC(=O)Nc3sccc3C(N)=O)CC2=O)c1C (centres undefined),.,.,1.1%,7%,.,-0.1,56,.,0%,i,40,
CCc1ccc(NC(=O)CN(c2ccc(OC)cc2)S(=O)(=O)c2c(C)nn(C)c2C)cc1,0.2%,7%,-0.1%,3%,1.2%,0.2,68,-5%,6%,i,9,
O=C(c1ccc(S(=O)(=O)NCC2CCCO2)cc1)N1CCN(c2ccccc2)CC1 (centres undefined),-0.5%,-3%,1.0%,-8%,1.8%,1.4,47,-7%,2%,i,48,
CCCN1C2CCCC1CC(NC(=O)c1cc(OC)cc(OC)c1)C2 (centres undefined),-0.6%,4%,-0.1%,-1%,0.8%,0.1,51,0%,8%,i,54,NS5 inhibitors pilot replicate=-0.3
O=C(OCc1ccc(F)cc1)c1cc(S(=O)(=O)N2CCCCC2)ccc1N1CCOCC1,.,19%,0.8%[50 µM],-7%,0.0%,2.8,55,9%,6%,i,43,
CC(Oc1ccc2c(-c3ccccc3)cc(=O)oc2c1)C(=O)NCCN1CCOCC1 (centres undefined),-0.8%,11%,0.1%,-3%,0.8%,-0.2,75,4%,4%,i,28,
CCOC(=O)Cc1c(C)nc2c(C#N)c(C)nn2c1C,0.6%,6%,-0.2%,-3%,0.9%,0.3,77,-2%,9%,i,22,
CCOc1cc(NC(=O)C2CCCO2)c(OCC)cc1NC(C)=O (centres undefined),0.3%,8%,0.5%,-4%,1.4%,1.6,90,-2%,7%,i,52,NS5 inhibitors pilot replicate=-7.3
O=C(CSc1ccc(F)cc1)NCCc1ccc(Cl)cc1,-0.3%,5%,0.4%,-4%,5.3%,2.1,47,4%,6%,i,37,
CN1c2ccc([N+](=O)[O-])cc2C(C)(C)C12C=Cc1cc(C(=O)O)ccc1O2 (centres undefined),1.9%,13%,0.3%,1%,3.6%,0.0,85,7%,.,i,21,
O=C(CN1CCCCC1)Nc1ccc(S(=O)(=O)N2CCOCC2)cc1,1.9%,-21%,-0.4%,-3%,0.5%,0.1,65,2%,3%,i,18,
COc1cccc2c(=O)c(C/C=C(/C)Cl)c(C)[nH]c12,0.1%,0%,0.3%,5%,3.7%,1.7,48,18%,17%,i,21,
Cc1ccc(C(=O)Nc2nccs2)cc1,0.1%,-5%,0.4%,-4%,2.2%,-2.1,57,7%,-1%,i,52,
COC(=O)c1ccc(NC(=O)CCOc2ccccc2)cc1,-0.6%,0%,1.1%,0%,0.5%,-0.9,61,-6%,14%,i,34,
CCN(CC)CCNCC(=O)Nc1ccc(Oc2ccccc2)cc1,0.7%,-1%,0.4%,-4%,-3.5%,-0.7,63,6%,119µM*,i,36,
O=S(=O)(c1ccc(SCc2ccccc2)nc1)N1CCCC1,.,.,0.6%[50 µM],9%,1.6%,-2.3,67,.,4%,i,14,
CCOC(=O)Nc1nnc(-c2ccc(OC)cc2)s1,0.0%,4%,0.4%,-7%,-0.4%,1.1,52,5%,1%,i,28,
CCC1=C(C(=O)OC)C(c2cc(OC)ccc2OC)C(C#N)=C(N)O1 (centres undefined),-0.3%,0%,11%,-3%,1.0%,1.1,75,13%,4%,i,28,
Cc1nn(-c2ccccn2)c2c1-c1nc(N)ncc1CC2,0.4%,-6%,2.8%,-2%,5.4%,6.6,112,-3%,-1%,i,32,
c1ccc2c(c1)[nH]c1c(NCC3CCCO3)ncnc12 (centres undefined),-0.5%,15%,-0.5%,4%,-2.1%,0.5,37,0%,14%,i,26,
CSc1nc2c(cnn2-c2ccc(C)c(C)c2)c(=O)[nH]1,0.5%,-1%,-2.0%,1%,-2.0%,1.1,54,-2%,17%,i,38,
O=C(Cc1ccccc1)NC1(Cc2ccc(O)cc2)CCCCC1,-1.2%,12%,-0.3%,.,-3.1%,-0.2,45,-10%,4%,i,51,
Cc1nn(C2CCS(=O)(=O)C2)c(C)c1CN(C)C(=O)c1cccc(Cl)c1 (centres undefined),.,.,0.4%[50 µM],3%,2.5%,4.3,82,.,-4%,i,22,
Cc1cc(C)cc(N(CC(=O)Nc2ccc(Br)cc2)S(=O)(=O)c2c(C)[nH]c(=O)[nH]c2=O)c1,0.2%,13%,-0.6%,4%,9.9%,2.9,65,1%,13%,i,33,
COc1ccc(NC(=O)c2ccccc2NS(C)(=O)=O)cc1OC,0.0%,1%,1.3%,-6%,0.8%,0.3,34,-14%,11%,i,6,
COC(=O)NCc1ccc(Cl)c(Cl)c1,0.1%,-1%,1.9%,-4%,-1.7%,-0.3,45,10%,7%,i,33,
O=C(COc1ccccc1F)NC1CCN(Cc2ccccc2)CC1,-0.8%,1%,0.1%,-1%,-0.3%,-0.7,77,-3%,3%,i,45,NS5 inhibitors pilot replicate=0.9
CCOC(=O)c1ccc(NC(=O)c2nc[nH]c2C(=O)NCCCCCNC(=O)OC(C)(C)C)cc1,1.9%,22%,4.1%,-2%,0.2%,35,97,-6%,9%,i,10,
CCC1c2ccc(C)n2CCN1C(=O)Nc1ccc(F)cc1 (centres undefined),0.3%,1%,0.0%,9%,.,-0.2,45,-5%,7%,i,31,
O=C(Cn1c(=O)cnc2ccccc21)N1CCN(S(=O)(=O)c2ccccc2Br)CC1,.,-3%,0.9%[50 µM],-9%,-0.8%,-0.7,62,15%,1%,i,35,
COc1ccc(NC(=O)N(Cc2ccc(C)cc2)Cc2ccccn2)c(OC)c1,-0.1%,.,-0.5%,0%,2.4%,-0.1,91,.,11%,i,32,
Cc1cccc(CNS(=O)(=O)c2ccc(-c3ccc(=O)[nH]n3)s2)c1,-0.5%,.,0.1%,-10%,-0.8%,1.0,70,-3%,4%,i,12,
Nc1c(-c2ccccc2)nnn1Cc1ccccc1,.,8%,0.4%,-4%,2.0%,-0.5,49,.,14%,i,48,
CCCCC(=O)Nc1nnc(S(=O)(=O)N2CCCc3ccccc32)s1,-0.6%,.,0.2%,-1%,6.7%,1.5,61,.,13%,i,47,
CCOC(=O)C1CCCCN1Cc1cc(OC)ccc1OC (centres undefined),-0.3%,7%,-0.1%,-1%,2.7%,1.8,49,-8%,11%,i,21,
O=C(CCC1CCCN(C(=O)c2ccc3cc[nH]c3c2)C1)NCc1ccc(F)c(F)c1 (centres undefined),-1.1%,11%,-0.2%,-12%,4.3%,-0.5,43,-8%,8%,i,2,
Cc1onc(-c2ccccc2)c1C(=O)NC(=S)NNC(=O)c1cccnc1,1.0%,15%,3.6%[50 µM],-5%,-0.5%,0.3,45,4%,9%,i,16,
CCc1cccc2c(C(=O)COC(=O)c3cccc(S(=O)(=O)N(C)C4CCCCC4)c3)c[nH]c12,1.3%,12%,4.1%,-6%,?,3.5,61,1%,1%,i,45,
CC(C)(C)c1ccc(COn2c(=O)c(-c3ccco3)[n+]([O-])c3ccccc32)cc1,1.1%,11%,0.4%,1%,0.1%,0.8,58,-7%,0%,i,30,NS5 inhibitors pilot replicate=-6.1
Oc1ccc(CN2CCCCC2)nc1-c1ccccc1,0.0%,0%,2.0%,-3%,0.0%,-1.1,77,4%,4%,i,47,

# Source: PubChem BioAssay (several laboratories)
